Screening data from PubChem BioAssay.
IL-1B inflam inh: blocks inflammasome-driven IL-1 beta release. THP-1 LPS/ATP IL-1B secretion, AlphaLISA, 16 h; stronger effect = lower value. 360,000 tested, 4.7% active. activity change, % at 57.5 µM; in the data active = activity change below about -50%; inconclusive = mostly about -30% to -49%; also: % is scaled to controls: 0 for no effect and ±100 for the full control effect
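THP-1 cells pretreated 1 hr with compounds (up to 57.5 uM final), then stimulated with LPS (250 ng/mL final) plus ATP (1.25 mM final); secreted IL-1B measured by AlphaLISA after 16 hr, decreased signal indicating inhibition.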
KB-V1 MDR tox: KB-V1 MDR subline cytotoxicity. KB-V1 MDR cells viability, CellTiter-Glo, 72 h. Potency, µM (titrated, usually from 46.1 µM), inactives show top-dose activity change, negative = cytotoxicity, most hits filed as cytotoxic. 400,000 tested, 3.4% active; also: potency is read from the fitted curve at half-maximal effect; % is scaled to controls: 0 for no effect and ±100 for the full control effect; nearly all actives have a fitted effect of over 60% in size
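Readout: CellTiter-Glo luminescence, 10 min after addition. Cells: KB-V1 MDR subline, 72 h at 37 degrees C with compound. Analysis: corrected, normalized data fitted to concentration-effect curves.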
HT1080NT lethal: kills 2HG-producing HT-1080-NT fibrosarcoma cells; 360,000 tested, 1.6% active; AID 686970; Potency, µM (highest dose often 46.1 µM), without a hit: top-dose activity, negative = less viability, hits mostly cytotoxic; HT-1080-NT fibrosarcoma viability, CellTiter-Glo ATP luminescence, 48 h;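 also: NT is the 2HG producing partner of a matched IDH1 knockdown line; potency is read from the fitted curve at half-maximal effect; 0% = DMSO-treated cells and -100% = media-only wells without cells; nearly all actives have a fitted effect of over 55% in size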
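Fibrosarcoma NT cells, 750 per well in 5% FBS RPMI, were exposed to compound for 48 hours. Viability: CellTiter-Glo luminescence.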
KB-3-1 tox: kills parental KB-3-1 adenocarcinoma cells. KB-3-1 viability, CellTiter-Glo ATP luminescence, 72 h. Potency, µM (highest dose often 46.1 µM), for the others: at the highest dose activity change, negative = cytotoxic, most hits filed as cytotoxic. 400,000 tested, 1.4% active. AID 1347075; also: potency is read from the fitted curve at half-maximal effect; % is scaled to controls: 0 for no effect and ±100 for the full control effect; nearly all actives have a fitted effect of over 60% in size
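Multi-concentration cytotoxicity screen in KB-3-1 cells grown in DMEM lacking phenol red with 10% FBS. After 72 h at 37 °C with compound, ATP-dependent luminescence was recorded.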
HT1080 IDH1KD tx: toxicity to HT-1080 IDH1 knockdown cells (counter line). HT-1080 IDH1 knockdown viability, ATP luminescence, 48 h. Potency, µM (top dose mostly 46.1 µM), for inactives: at the highest dose activity, negative = toxicity, most hits filed as cytotoxic. 360,000 tested, 2% active. AID 686971;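 also: potency is read from the fitted curve at half-maximal effect; 0% = DMSO wells and -100% = cell-free medium wells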
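Viability of IDH1-knockdown HT-1080 fibrosarcoma cells was assessed by CellTiter-Glo after 48 h at 37 °C with titrated compound; concentration-effect curves were classified by fit quality and response size.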
MCF10A rereplic: induces DNA re-replication in MCF 10a normal breast cells; MCF 10A DNA re-replication, Hoechst nuclear intensity, 48 h; Potency, µM (top dose mostly 46.1 µM), inactives show at the top dose activity, positive = re-replication, hits mostly activators; 350,000 tested, 2.9% active; also: potency is read from the fitted curve at half-maximal effect; % of control where 0% means no effect; nearly all actives have a fitted effect of over 50% in size
HEK293 tox: cytotoxic in the GLP-1 receptor inverse agonist counter-screen | HEK293 cAMP-luciferase reporter cells, luminescence, 24 h | Potency, µM (highest dose often 38.3 µM), for inactives: at the top dose activity change, negative = inhibition, usual class: inhibitors | 410,000 tested, 0.13% active;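 also: loss of luciferase light is scored as toxicity; potency is read from the fitted curve at half-maximal effect; % is scaled to controls: 0 for no effect and ±100 for the full control effect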
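MLSMR compounds, 24 hr on cells at 37 deg C/5% CO2; luminescence after luciferase reagent (12 min RT). Inhibition counted as the undesired cytotoxic outcome.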
SW480 rereplic: inducers of DNA re-replication in SW480 colon cancer cells | SW480 DNA re-replication, Hoechst DNA content imaging, 48 h | Potency, µM (doses to about 46.1 µM), for the others: at the top dose re-replication activation, actives largely listed as activators | 340,000 tested, 1.8% active | AID 624297; also: potency is read from the fitted curve at half-maximal effect; % of control where 0% means no effect; nearly all actives have a fitted effect of over 55% in size
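Compounds, transferred as 23 nL by pin tool, were incubated with cells for 48 hr; DNA content per nucleus was then quantified by Hoechst staining and fluorescence plate imaging.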
D3 ag: activates the human D3 dopamine receptor; D3R DiscoveRx beta-arrestin cells, luminescence, 90 min; max activation, %; 410,000 tested, 0.58% active; AID 652048; in the data active = max activation above about 30%; also: 0% is about no effect; mostly tested at two doses, the higher about 12 µM
Target sequence (P35462 whole entry, looked up): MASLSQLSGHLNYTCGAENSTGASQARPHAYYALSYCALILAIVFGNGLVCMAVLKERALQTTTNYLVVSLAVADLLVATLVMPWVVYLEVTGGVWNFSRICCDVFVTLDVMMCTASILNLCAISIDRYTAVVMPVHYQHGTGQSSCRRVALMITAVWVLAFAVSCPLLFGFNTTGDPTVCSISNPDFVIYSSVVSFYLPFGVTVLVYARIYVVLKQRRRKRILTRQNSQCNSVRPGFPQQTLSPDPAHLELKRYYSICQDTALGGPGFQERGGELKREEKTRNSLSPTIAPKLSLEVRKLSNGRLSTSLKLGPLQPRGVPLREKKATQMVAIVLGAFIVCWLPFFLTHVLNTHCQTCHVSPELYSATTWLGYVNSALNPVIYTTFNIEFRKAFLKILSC
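Agonist-mode cell screen: cells plated at 1500/well and incubated overnight at 37 °C, then exposed to library compounds for 90 min at 37 °C. Detection reagent was added for 30–60 min at room temperature, and luminescence was read.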
Starred values were filed as active, the others as inactive; [ ] = another dose, or the depositor's remark. Unless noted, calls follow the shape of the dose curve; as a rule, active = well fitted curve in the direction sought with a large enough effect; inconclusive = small, poorly fitted or top-dose-only effect, or another doubt; inactive = no such curve, though single readings can be large; an effect the other way counts as inactive or inconclusive.

How did O=C(Nc1ncnc2sc3c(c12)CCCC3)c1ccncc1 do in these assays?
IL-1B inflam inh: 0; KB-V1 MDR tox: 7%; HT1080NT lethal: 13%; KB-3-1 tox: -1%; HT1080 IDH1KD tx: 10%; MCF10A rereplic: 18%; HEK293 tox: 0%; SW480 rereplic: -15%; D3 ag: 4

Results for CC(=C/c1ccccc1)/C=N/NC(=O)c1ccc2nc[nH]c2c1 ?
IL-1B inflam inh: -14; KB-V1 MDR tox: -18%; HT1080NT lethal: 10%; KB-3-1 tox: -3%; HT1080 IDH1KD tx: 14%; MCF10A rereplic: inconclusive; HEK293 tox: 3%; SW480 rereplic: -1%; D3 ag: 0

Results for CCOC(=O)C1CCCN(C(=O)c2ccc(-c3ccccc3Cl)o2)C1 (stereo not given) ?
IL-1B inflam inh: 6; KB-V1 MDR tox: -1%; HT1080NT lethal: -4%; KB-3-1 tox: -5%; HT1080 IDH1KD tx: -15%; MCF10A rereplic: 1%; HEK293 tox: -4%; SW480 rereplic: -56%[inhibitor]; D3 ag: -1

What do the screens show for `CC(C)c1ccc(NC(=S)NNc2ccc(Cl)c(C(=O)O)c2)cc1`?
IL-1B inflam inh: 21; KB-V1 MDR tox: -13%; HT1080NT lethal: -5%; KB-3-1 tox: 5%; HT1080 IDH1KD tx: -3%; MCF10A rereplic: inconclusive; HEK293 tox: -19%; SW480 rereplic: -2%; D3 ag: 4

Results for Fc1ccc(-c2nnc(SCc3cccnc3)o2)cc1 ?
IL-1B inflam inh: 32; KB-V1 MDR tox: -5%; HT1080NT lethal: 18%; KB-3-1 tox: 21%; HT1080 IDH1KD tx: 17%; MCF10A rereplic: 6%; HEK293 tox: -11%; SW480 rereplic: -5%; D3 ag: -6

What do the screens show for `O=c1cc(COc2ccccc2[N+](=O)[O-])nc2sccn12`?
IL-1B inflam inh: 9; KB-V1 MDR tox: -11%; HT1080NT lethal: -15%; KB-3-1 tox: -1%; HT1080 IDH1KD tx: -13%; MCF10A rereplic: -2%; HEK293 tox: 0%; SW480 rereplic: inconclusive; D3 ag: 5

Results for O=C(c1ccc2c(c1)OCO2)C1CCCN(Cc2cc(F)ccc2-n2cccn2)C1 (stereo not given) ?
IL-1B inflam inh: 6; KB-V1 MDR tox: inconclusive; HT1080NT lethal: -15%; KB-3-1 tox: 11%; HT1080 IDH1KD tx: -12%; MCF10A rereplic: -2%; HEK293 tox: 1%; SW480 rereplic: -3%; D3 ag: -8

Results for C=C(C)CNC(=O)CCc1nnc(Cc2cccc(C(F)(F)F)c2)o1 ?
IL-1B inflam inh: 14; KB-V1 MDR tox: 2%; HT1080NT lethal: 6%; KB-3-1 tox: 16%; HT1080 IDH1KD tx: 4%; MCF10A rereplic: -1%; HEK293 tox: -5%; SW480 rereplic: 13%; D3 ag: 5

What do the screens show for `Cc1cc(C)n2c3c(c(C#N)c2n1)CC(C)(C)OC3`?
IL-1B inflam inh: -8; KB-V1 MDR tox: 0%; HT1080NT lethal: 5%; KB-3-1 tox: 0%; HT1080 IDH1KD tx: 0%; MCF10A rereplic: inconclusive; HEK293 tox: 86%[activator]; SW480 rereplic: 15%; D3 ag: -4

What do the screens show for `CCOC(=O)c1csc(NC(=O)CCS(=O)(=O)c2ccc(Cl)cc2)n1`?
IL-1B inflam inh: -12; KB-V1 MDR tox: 1%; HT1080NT lethal: -1%; KB-3-1 tox: 0%; HT1080 IDH1KD tx: -6%; HEK293 tox: 12%; D3 ag: 0

How did CC(C)(C)OC(=O)N1CCC(c2c(C(=O)NCc3ccccn3)cnn2-c2ccccc2)CC1 do in these assays?
KB-V1 MDR tox: -8%; KB-3-1 tox: 6%; HEK293 tox: 13%; D3 ag: 2

What do the screens show for `O=C(c1ccc(-n2ccnc2)cc1)N1CCCC(CO)(Cc2cccc(Cl)c2)C1` (stereo not given)?
IL-1B inflam inh: -1; KB-V1 MDR tox: -6%; HT1080NT lethal: 2%; KB-3-1 tox: 0%; HT1080 IDH1KD tx: -2%; MCF10A rereplic: 1%; HEK293 tox: -2%; SW480 rereplic: -15%; D3 ag: 9

What do the screens show for `CCn1c(SCC(=O)NC(=O)c2ccccc2OC)nc2ccccc21`?
IL-1B inflam inh: 49; KB-V1 MDR tox: -3%; HT1080NT lethal: 1%; KB-3-1 tox: 3%; HT1080 IDH1KD tx: 7%; MCF10A rereplic: -2%; HEK293 tox: -9%; SW480 rereplic: -3%; D3 ag: -3

How did Nc1nc(SCc2ccccc2)c2ncn(C3CCCCC3)c2n1 do in these assays?
IL-1B inflam inh: -78*; KB-V1 MDR tox: -10%; HT1080NT lethal: inconclusive; KB-3-1 tox: -5%; HT1080 IDH1KD tx: -12%; MCF10A rereplic: inconclusive; HEK293 tox: -16%; SW480 rereplic: 5%; D3 ag: 16

Results for Cc1csc(NC(=O)c2cccc(S(=O)(=O)N3CCCCC3)c2)n1 ?
IL-1B inflam inh: 41; KB-V1 MDR tox: -12%; HT1080NT lethal: -16%; KB-3-1 tox: -7%; HT1080 IDH1KD tx: -6%; MCF10A rereplic: 7%; HEK293 tox: 2%; SW480 rereplic: -3%; D3 ag: -1

Results for CCc1ccc(C2NC(=S)NC3=C2C(=O)CCC3)cc1 (stereo not given) ?
IL-1B inflam inh: 2; KB-V1 MDR tox: inconclusive; HT1080NT lethal: -5%; KB-3-1 tox: 16%; HT1080 IDH1KD tx: -11%; MCF10A rereplic: 2%; HEK293 tox: -10%; SW480 rereplic: -1%; D3 ag: -7

What do the screens show for `COc1ccc(OCc2cc(C(=O)N(C)Cc3nnc(C)o3)no2)c(Cl)c1`?
IL-1B inflam inh: 8; KB-V1 MDR tox: -11%; HT1080NT lethal: 7%; KB-3-1 tox: 10%; HT1080 IDH1KD tx: 11%; MCF10A rereplic: 0%; HEK293 tox: 3%; SW480 rereplic: -17%; D3 ag: 1

Results for CC(C)NC(=O)COc1ccccc1C#N ?
IL-1B inflam inh: -3; KB-V1 MDR tox: 3%; HT1080NT lethal: 8%; KB-3-1 tox: 2%; HT1080 IDH1KD tx: -6%; MCF10A rereplic: 4%; HEK293 tox: 1%; SW480 rereplic: -20%; D3 ag: 0

What do the screens show for `Cc1ccc(S(=O)(=O)NCC(=O)N(c2ccccc2)C(C(=O)NCc2ccccc2)c2ccco2)cc1` (stereo not given)?
IL-1B inflam inh: inconclusive; KB-V1 MDR tox: 2.3µM*; HT1080NT lethal: -2%; KB-3-1 tox: -23%; HT1080 IDH1KD tx: -4%; MCF10A rereplic: 24%; HEK293 tox: -9%; SW480 rereplic: 19%; D3 ag: 7

Results for O=C(CC1N=C2c3ccccc3N=C(SCC(=O)Nc3ccc(F)cc3)N2C1=O)NCc1ccc2c(c1)OCO2 (stereo not given) ?
KB-V1 MDR tox: 17%; KB-3-1 tox: 6%; HEK293 tox: -12%; D3 ag: -3

What do the screens show for `O=S(=O)(/N=C(/c1ccccc1Cl)N1CCOCC1)c1ccccc1`?
IL-1B inflam inh: 18; KB-V1 MDR tox: -4%; HT1080NT lethal: 0%; KB-3-1 tox: 5%; HT1080 IDH1KD tx: -1%; MCF10A rereplic: 2%; HEK293 tox: 3%; SW480 rereplic: inconclusive; D3 ag: 12

Results for Cc1cccc(Nc2nnc(SCC3CCCCO3)s2)c1C (stereo not given) ?
IL-1B inflam inh: -3; KB-V1 MDR tox: -6%; HT1080NT lethal: 2%; KB-3-1 tox: -6%; HT1080 IDH1KD tx: -1%; MCF10A rereplic: 11%; HEK293 tox: -8%; SW480 rereplic: -1%; D3 ag: 1

What do the screens show for `O=C(c1cc(COc2cccc(C(F)(F)F)c2)on1)N1C[C@@H]2CCC[C@H]1C2`?
IL-1B inflam inh: inconclusive; KB-V1 MDR tox: inconclusive; HT1080NT lethal: 3%; KB-3-1 tox: inconclusive; HT1080 IDH1KD tx: -2%; MCF10A rereplic: inconclusive; HEK293 tox: 4%; SW480 rereplic: 0%; D3 ag: 9

What do the screens show for `O=S(=O)(c1ccccc1)c1nc(-c2ccco2)oc1NCCCN1CCOCC1`?
IL-1B inflam inh: 0; KB-V1 MDR tox: -1%; HT1080NT lethal: -2%; KB-3-1 tox: 16%; HT1080 IDH1KD tx: 3%; MCF10A rereplic: -2%; HEK293 tox: -4%; SW480 rereplic: 3%; D3 ag: -9

What do the screens show for `CCOc1ccccc1NC(=O)CC1NCCNC1=O` (stereo not given)?
IL-1B inflam inh: 5; KB-V1 MDR tox: 20%; HT1080NT lethal: 0%; KB-3-1 tox: -2%; HT1080 IDH1KD tx: 1%; MCF10A rereplic: 1%; HEK293 tox: 6%; SW480 rereplic: -1%; D3 ag: 2

Filtered by structure, those above containing two or more sulfur atoms.
What do the screens show for `CCOC(=O)c1csc(NC(=O)CCS(=O)(=O)c2ccc(Cl)cc2)n1`?
IL-1B inflam inh: -12; KB-V1 MDR tox: 1%; HT1080NT lethal: -1%; KB-3-1 tox: 0%; HT1080 IDH1KD tx: -6%; HEK293 tox: 12%; D3 ag: 0

Results for Cc1csc(NC(=O)c2cccc(S(=O)(=O)N3CCCCC3)c2)n1 ?
IL-1B inflam inh: 41; KB-V1 MDR tox: -12%; HT1080NT lethal: -16%; KB-3-1 tox: -7%; HT1080 IDH1KD tx: -6%; MCF10A rereplic: 7%; HEK293 tox: 2%; SW480 rereplic: -3%; D3 ag: -1

Results for Cc1cccc(Nc2nnc(SCC3CCCCO3)s2)c1C (stereo not given) ?
IL-1B inflam inh: -3; KB-V1 MDR tox: -6%; HT1080NT lethal: 2%; KB-3-1 tox: -6%; HT1080 IDH1KD tx: -1%; MCF10A rereplic: 11%; HEK293 tox: -8%; SW480 rereplic: -1%; D3 ag: 1

Hits appear at their usual frequency; about 11% have a hit in one of these screens.
